Assay outcomes from PubChem BioAssay.
POLB inh – DNA polymerase beta (human) inhibition | P06746 | Pol beta primer extension/strand displacement, fluorescence kinetic | 1.3% of 340,000 active | Potency, µM (titrated, usually from 114 µM), inactives show at the highest dose activity change, negative = inhibition, hits mostly inhibitors; note: % is set by controls: 0 for no effect and ±100 for the full control effect
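Preincubation: enzyme (10 nM) with compound, 15 min, RT. Reaction: substrate added to 50 nM final. Reads: 0 and 10 min. Analysis: normalized, Hill fit.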
POLI inh – inhibitors of human DNA polymerase iota; Q9UNA4; Pol iota fluorescent replication assay, 10 min; Potency, µM (top dose mostly 115 µM), for inactives: at the highest dose activity, negative = inhibition, hits mostly inhibitors; 1% of 390,000 active; AID 588590
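Fluorescent replication assay read twice, at 0 min and 10 min after adding 50 nM (final) substrate. Enzyme (10 nM) and compounds were first incubated 15 min at room temperature; enzyme-free buffer wells were negative controls.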
JMJD2A Tudor – blocks the human JMJD2A Tudor domain; AlphaScreen JMJD2A-Tudor / H3K4me3 peptide binding; AID 504339; Potency, µM (titrated, usually from 114 µM), inactives show top-dose activity change, negative = inhibition, hits mostly inhibitors; O75164; 4.4% of 390,000 active; note: % is set by controls: 0 for no effect and ±100 for the full control effect; nearly all actives have a fitted effect of over 50% in size
BAZ2B block – blocks human BAZ2B | Q9UIF8 | AlphaScreen BAZ2B-H3K14Ac peptide displacement | Potency, µM (highest dose often 114 µM), without a hit: at the highest dose activity change, negative = inhibition, hits mostly inhibitors | 4.4% of 360,000 active | AID 504333; note: % is set by controls: 0 for no effect and ±100 for the full control effect; nearly all actives have a fitted effect of over 60% in size
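BAZ2B (50 nM) with biotin-H3(5-23)K14Ac peptide (50 nM) in PBS pH 7.4, 0.01% Tween-20, preformed 30 min, then compound 30 min at room temperature; top concentration 110uM. AlphaScreen streptavidin donor/nickel chelate acceptor beads (10 ug/mL final), 20 min dark, signal read.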
APEX1 inh – blocks human APE1 abasic DNA cleavage; P27695; recombinant APE1, TAMRA/BHQ-2 abasic DNA cleavage fluorescence; Potency, µM (top dose mostly 65.8 µM), inactives show at the highest dose activity change, negative = inhibition, actives largely listed as inhibitors; 0.35% of 350,000 active;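 note: plate controls were vehicle for no effect and reference inhibitor for full effect; nearly all actives have a fitted effect of over 55% in size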
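Enzyme (0.75 nM final) and test compound are incubated 15 min at room temperature before adding 50 nM quenched THF abasic-site duplex. Cleavage dequenches TAMRA, followed at 525/598 nm over three reads one minute apart.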
Pol kappa inh – blocks human DNA polymerase kappa activity; Q9UBT6; purified Pol kappa, fluorescent DNA synthesis assay, 10 min; Potency, µM (titrated, usually from 107 µM), for inactives: at the highest dose activity, negative = inhibition, most hits filed as inhibitors; 0.53% of 400,000 active; AID 588579; note: % is set by controls: 0 for no effect and ±100 for the full control effect
Target sequence (Q9UBT6 whole entry, looked up): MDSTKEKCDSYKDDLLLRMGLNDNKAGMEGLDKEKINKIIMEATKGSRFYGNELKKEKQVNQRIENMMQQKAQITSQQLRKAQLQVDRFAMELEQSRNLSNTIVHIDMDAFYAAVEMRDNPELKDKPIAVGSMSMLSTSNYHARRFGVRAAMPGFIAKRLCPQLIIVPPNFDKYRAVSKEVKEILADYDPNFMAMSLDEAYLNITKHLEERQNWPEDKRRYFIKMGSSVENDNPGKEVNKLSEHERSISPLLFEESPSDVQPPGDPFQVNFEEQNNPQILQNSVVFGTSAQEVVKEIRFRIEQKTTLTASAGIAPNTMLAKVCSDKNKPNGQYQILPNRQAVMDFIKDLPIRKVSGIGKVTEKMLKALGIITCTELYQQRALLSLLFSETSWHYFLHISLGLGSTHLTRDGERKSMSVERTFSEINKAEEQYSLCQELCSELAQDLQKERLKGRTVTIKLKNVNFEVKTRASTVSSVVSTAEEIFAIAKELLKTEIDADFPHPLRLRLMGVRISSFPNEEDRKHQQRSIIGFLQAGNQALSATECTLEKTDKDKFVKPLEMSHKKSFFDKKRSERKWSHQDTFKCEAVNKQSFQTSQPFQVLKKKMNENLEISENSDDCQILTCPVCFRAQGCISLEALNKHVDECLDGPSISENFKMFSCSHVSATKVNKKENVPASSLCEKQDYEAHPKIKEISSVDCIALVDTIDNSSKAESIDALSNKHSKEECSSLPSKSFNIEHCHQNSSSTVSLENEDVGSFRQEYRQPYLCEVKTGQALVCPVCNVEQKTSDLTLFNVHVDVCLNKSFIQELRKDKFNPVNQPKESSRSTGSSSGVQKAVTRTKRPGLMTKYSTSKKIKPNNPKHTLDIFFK
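Here, compound and 10 nM enzyme are combined for 15 min at room temperature; adding 50 nM substrate (final) starts DNA synthesis, tracked by fluorescence at 0 and 10 min against buffer-only wells.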
BLM helicase inh – inhibitors of human Bloom syndrome helicase BLM; P54132; recombinant BLM DNA unwinding, fluorescence dequenching; Potency, µM (titrated, usually from 56.1 µM), inactives show top-dose activity change, negative = inhibition, most hits filed as inhibitors; 0.2% of 350,000 active;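 note: plate controls were vehicle for no effect and no enzyme for full effect; nearly all actives have a fitted effect of over 35% in size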
G9a block – blocks human histone lysine methyltransferase G9a | G9a H3K9 monomethylation, AlphaScreen, 2 h | Potency, µM (doses to about 102 µM), inactives show at the highest dose activity, negative = inhibition, hits mostly inhibitors | AID 504332 | 8.8% of 350,000 active; note: % is set by controls: 0 for no effect and ±100 for the full control effect; nearly all actives have a fitted effect of over 75% in size
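Using a bead-based AlphaScreen, monomethylated H3K9 product from 2 h room-temperature reactions (G9a 20 nM, peptide 500 nM, SAM 20 uM) was detected with 0.5 ug/mL rabbit anti-H3K9me1 antibody.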
Pol eta inh – blocks human DNA polymerase eta activity; Q9Y253; recombinant Pol eta, fluorescent DNA replication assay; Potency, µM (highest dose often 114 µM), for the others: at the top dose activity change, negative = inhibition, most hits filed as inhibitors; 1.2% of 390,000 active; AID 588591; note: % is set by controls: 0 for no effect and ±100 for the full control effect
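Pol eta at 10 nM preincubated with compounds 15 min at room temperature; reaction started with fluorescent substrate (50 nM final) and read kinetically at 0 and 10 min.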
The depositor's hits bear a star; ? = inconclusive; / = not tested or not shown; & = joins results of further samples; [ ] = dose if it differs, or a comment. Calls come from the whole dose curve; as a rule, active = well fitted curve in the direction sought with a large enough effect; inconclusive = small, poorly fitted or top-dose-only effect, or another doubt; inactive = no such curve, though single readings can be large; an effect the other way counts as inactive or inconclusive. Potency is the fitted concentration of half-maximal effect. An excerpt. The share of hits here may be higher or lower than overall.

SMILES | POLB inh | POLI inh | JMJD2A Tudor | BAZ2B block | APEX1 inh | Pol kappa inh | BLM helicase inh | G9a block | Pol eta inh
Cc1ccc(OC(=O)CSc2nnc(-c3cccs3)o2)cc1 | 5% | 25% | -20% | 1% | / | 1% | -2% | ? | -5%
O=C(NCCc1csc(-c2cccnc2)n1)c1ccc(F)c(F)c1 | 10% | -22% | 2% | -9% | / | -9%[60.1 µM] | 0% | -6%[59 µM] | -1%
CC(=O)Nc1cccc(NC(=O)C2CC3CCC2C3)c1 (stereo not given) | 23% | 12% | -11% | -11% | -3% | -12% | 0% | ? | -11%
O=C(Nc1sc2c(c1C(=O)NCCO)CCCC2)c1ccco1 | 24% | 65%[activator] | -11% | 1% | 4% | -5% | -3% | 18% | -24%
O=C(CC1C(=O)NCCN1Cc1ccccc1)NCCC1=CCCCC1 (stereo not given) | 7% | 27% | -19% | -24% | -15% | 6% | -1% | 5% | 4%
Cc1cc(NC(=O)c2ccc(NC(=O)C3CC3)cc2)no1 | 5% | 26% | -4% | -11% | 13% | 4% | 0% | -8%[59 µM] | -19%
CCN(CC(=O)Nc1cc(S(=O)(=O)N2CCOCC2)ccc1C)Cc1ccccc1 | / | 7% | -1% | 5% | -3% | -8% | / | -32% | -8%
COC(=O)c1ccc(OC)c(CN2CCCN(Cc3cc(C)ccc3C)S2(=O)=O)c1 | -6% | 11% | -5% | 1% | -4% | 6% | -9% | 5% | -10%
CCOc1ccc(-n2c(C)c(C(C)=O)c(C(C)=O)c2C)cc1 | 1% | 7% | -17% | -29% | 1% | -7% | 0% | -18%[59 µM] | ?
O=C(COc1ccccc1[N+](=O)[O-])N/N=C/c1cccc(OC(=O)c2ccc3c(c2)OCO3)c1 | 1% | 16% | ? | -33% | 3% | -6% | 4% | -8%[59 µM] | -19%
CC(=O)Nc1nc(C)c(-c2csc(Nc3ccc(S(N)(=O)=O)cc3)n2)s1 | 32% | 65%[activator] | -12% | -12% | -3% | -15% | -1% | -39% | -11%
S=C(Nc1ccc(CN2CCCCC2)cc1)Nc1cccc(Cl)c1Cl | 9% | 2% | ? | -25% | 24% | -14% | 2% | 40µM* | -15%
Cc1nc(NC(=O)C2CC3CCCC(C2)C3=O)sc1C (stereo not given) | -15% | 20% | -9% | 9% | -1% | 6% | -1% | -14%[12.7 µM] | -19%
COc1ccc(NC2=C(C)C(=O)CC2)cc1 | -29% | 17% | 3% | 56µM* | 4% | -1% | -4% | 2%[2.33 µM] | -14%
CC1(C)CC(=O)C2=C(C1)N(CCN1CCOCC1)C1=C(C(=O)CC(C)(C)C1)C2c1ccc(Cl)c([N+](=O)[O-])c1 | 13% | 46%[activator] | -19% | -20% | 1% | 1% | -4% | ? | -15%
CCOC(=O)C1=C(C)N(CCCC(=O)O)C(=O)NC1c1ccccc1OS(=O)(=O)c1ccccc1[N+](=O)[O-] (stereo not given) | / | -25% | -19% | / | / | 2% | / | / | -8%
CCn1nnc2cc(C(=O)Nc3cc(S(C)(=O)=O)ccc3Cl)ccc21 | 7% | 55%[activator] | -14% | -15% | 22% | -4% | -9% | 21% | -3%
Cc1ccc(C(C)C)c(OCCN2CCc3ccccc3C2)c1 | 19% | 180%[activator] | 2% | 16% | -16% | -13% | -2% | 8%[0.501 µM] | -18%
O=C(CCc1nc2ccccc2c(=O)[nH]1)NNC(=O)COc1ccccc1Cl | / | 22% | -2% | -6% | 10% | 9% | / | -6% | -16%
CCCc1nn2c(=O)cc(O)nc2s1 | 12% | 14% | -12% | 3% | 4% | -13% | -4% | -14%[59 µM] | -19%
O=C1C2C3C=CC(CC3)C2C(=O)N1c1ccc(F)cc1 (stereo not given) | 2% | 64%[activator] | 5% | -14% | 52%[activator] | -2% | -1% | 11%[0.501 µM] | ?
Cc1ccn2c(Nc3ccccc3C)c(-c3cccnc3)nc2c1 | 18%&18% | 13%&15% | -30%&-15% | ? | 8% | 4%&7% | 0%&-1% | ? | -15%&-22%
CN(CC(=O)NC1CCN(Cc2ccccc2)CC1)S(=O)(=O)c1ccc(Cl)cc1 | / | 1% | -17% | -3% | 4% | -21% | / | 4%[12.7 µM] | -14%
Cc1cc(O)c(C(=O)Nc2cccc(Cl)c2)c(=O)n1C | -21% | -19% | 0% | -5% | 21% | -19% | -5% | 50µM* | -9%
Nn1c(SCc2ccc(F)cc2)nnc1-c1cccnc1 | 2% | 2%[58.9 µM] | 8% | -1% | 5% | -10% | -1% | 5% | -20%
CCN(CC)CCN1C(=O)c2oc3ccccc3c(=O)c2C1c1ccccc1 (stereo not given) | 43% | 26% | -19% | -5% | 3% | 1% | 0% | -2%[0.501 µM] | -12%
Oc1ccccc1/C=N/n1c(COc2ccccc2)n[nH]c1=S | 1% | 137%[activator] | 79µM* | -35% | 44% | -12% | -1% | 2.5µM* | -17%
O=C(COC(=O)c1ccc(S(=O)(=O)N2CCOCC2)cc1)Nc1nc(-c2ccccc2)cs1 | -18% | 16% | 4% | -2% | -4% | -3% | -4% | -25%[12.7 µM] | -18%
CCOc1ccc(N(CC(=O)Nc2ccccc2C)S(=O)(=O)c2c(C)noc2C)cc1 | -28% | 6% | -10% | 39%[activator] | -4% | 0% | 3% | ? | -22%
CCOC(=O)C1=C(CN2CCN(c3ccccc3F)CC2)NC(=O)NC1c1ccc(Cl)cc1 (stereo not given) | 6% | 3% | ? | / | / | -7% | -11% | ? | ?
C=CCSc1n[nH]c2nc3c(c(=O)n12)C1(CCCC1)Cc1ccccc1-3 | 0% | -13% | -10% | 12% | 11% | -11% | -6% | 50µM* | -4%
CCOC(=O)N1CCN(S(=O)(=O)c2c(C(=O)N3CCCCC3)c(C)n(C)c2C)CC1 | 7% | 4% | -5% | 14% | -13% | -6% | 1% | / | -3%
O=C(CN(Cc1ccc(F)cc1)C(=O)CNS(=O)(=O)c1ccc(Cl)cc1)NCC1CCCO1 (stereo not given) | 50% | 42%[activator] | -17% | 6% | -6% | -14% | -1% | -12% | -16%
O=C(Nc1ccc2c(c1)OCO2)c1ccc(N2C(=O)c3ccccc3C2=O)cc1 | 1% | 17% | -14% | 24% | 7% | 4% | -9% | 8% | -8%
O=C(NCc1ccncc1)C(=O)NCC1OCCCN1S(=O)(=O)c1ccccc1 (stereo not given) | 44% | -6% | -19% | 0% | -5% | -22% | -6% | 5%[59 µM] | -6%
Cc1nonc1NC(=O)CSc1nnc(-c2ccoc2C)n1C | -18% | 15% | -16% | -1% | ? | 5% | 5% | -8%[59 µM] | 8%
Cn1nnnc1NCc1ccc(Cl)cc1 | 22% | 17% | -7% | -17% | -4% | -9% | -4% | 19%[59 µM] | 5%
S=C(Nc1ccc(Cl)cc1Cl)N1CCN(c2ccccn2)CC1 | 25% | -1% | -10% | -1% | 9% | 15% | -4% | / | 11%
O=C1CC(NCc2cccs2)C(=O)N1c1ccc(Cl)cc1 (stereo not given) | 4% | 7% | -20% | 23% | 2% | -23% | -7% | 10%[59 µM] | -5%
CCc1nnc(SCc2nc(-c3ccc(OC)cc3)oc2C)c2cc3sccc3n12 | 3% | 16% | -19% | -18% | / | -6% | -4% | -30%[59 µM] | -9%

Compound profiles (already shown). Values in the order: POLB inh | POLI inh | JMJD2A Tudor | BAZ2B block | APEX1 inh | Pol kappa inh | BLM helicase inh | G9a block | Pol eta inh
Entry for `Cn1nnnc1NCc1ccc(Cl)cc1` : 22% | 17% | -7% | -17% | -4% | -9% | -4% | 19%[59 µM] | 5%
Entry for `CCOC(=O)N1CCN(S(=O)(=O)c2c(C(=O)N3CCCCC3)c(C)n(C)c2C)CC1` : 7% | 4% | -5% | 14% | -13% | -6% | 1% | / | -3%

(list continues)
SMILES | POLB inh | POLI inh | JMJD2A Tudor | BAZ2B block | APEX1 inh | Pol kappa inh | BLM helicase inh | G9a block | Pol eta inh
CCNS(=O)(=O)c1ccc2c3c(cccc13)C(=O)N2 | 1% | 26% | -1% | 9% | 2% | 5% | 1% | -6% | -20%
O=C(COC(=O)CSc1ccc(F)cc1)NCc1ccco1 | / | -18% | -26% | 4% | -11% | ? | / | -3%[59 µM] | -10%
N/C(=N\OS(=O)(=O)c1cc(Cl)ccc1Cl)c1ccncc1 | 6% | 13% | 15% | -8% | -3% | -3% | -6% | ? | 9%
O=C(CSc1ccccc1)N1CCc2c([nH]c3ccccc23)C1c1ccc(Cl)cc1 (stereo not given) | ? | -7% | ? | -26% | / | -11%[60.1 µM] | -9% | -29%[59 µM] | -2%
O=C(Nc1cc(S(=O)(=O)N2CCCC2)ccc1Cl)c1cc(F)c(F)c(F)c1F | / | 31% | -15% | / | -10% | -2% | / | / | -24%
Cn1c(=O)c2c(nc(CN3CCN(CCO)CC3)n2CCc2ccccc2)n(C)c1=O | -2% | 7% | -23% | -15% | -4% | -6% | 2% | 1% | -2%
O=C(CCN1C(=O)c2ccccc2C1=O)Nc1ccncc1 | -4% | -5% | -6% | 8% | ? | -2% | 0% | ? | -10%

Grouped by structure, those above containing an aryl thioether with sulfur outside any ring (seven)
SMILES | POLB inh | POLI inh | JMJD2A Tudor | BAZ2B block | APEX1 inh | Pol kappa inh | BLM helicase inh | G9a block | Pol eta inh
Cc1ccc(OC(=O)CSc2nnc(-c3cccs3)o2)cc1 | 5% | 25% | -20% | 1% | / | 1% | -2% | ? | -5%
Nn1c(SCc2ccc(F)cc2)nnc1-c1cccnc1 | 2% | 2%[58.9 µM] | 8% | -1% | 5% | -10% | -1% | 5% | -20%
C=CCSc1n[nH]c2nc3c(c(=O)n12)C1(CCCC1)Cc1ccccc1-3 | 0% | -13% | -10% | 12% | 11% | -11% | -6% | 50µM* | -4%
Cc1nonc1NC(=O)CSc1nnc(-c2ccoc2C)n1C | -18% | 15% | -16% | -1% | ? | 5% | 5% | -8%[59 µM] | 8%
CCc1nnc(SCc2nc(-c3ccc(OC)cc3)oc2C)c2cc3sccc3n12 | 3% | 16% | -19% | -18% | / | -6% | -4% | -30%[59 µM] | -9%
O=C(COC(=O)CSc1ccc(F)cc1)NCc1ccco1 | / | -18% | -26% | 4% | -11% | ? | / | -3%[59 µM] | -10%
O=C(CSc1ccccc1)N1CCc2c([nH]c3ccccc23)C1c1ccc(Cl)cc1 (stereo not given) | ? | -7% | ? | -26% | / | -11%[60.1 µM] | -9% | -29%[59 µM] | -2%
